High-throughput results (PubChem)
HT1080 IDH1KD tx: qHTS for induction of synthetic lethality in tumor cells producing 2HG: qHTS for the HT-1080-IDH1KD cell line; HT-1080 IDH1 knockdown viability, ATP luminescence, 48 h; actives 2% (n = 360,000); Potency, µM (titrated, usually from 46.1 µM), inactives show at the highest dose activity, negative = toxicity, most hits filed as cytotoxic; AID 686971, 2013;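 also: potency is read from the fitted curve at half-maximal effect; 0% = DMSO wells and -100% = cell-free medium wells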
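Knockdown cells (IDH1KD HT-1080) received compounds 2 h after plating at 750 cells/well and were kept 48 h at 37 °C in 5% FBS RPMI. A CellTiter-Glo luminescence read gave % activity for curve fitting.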
SW480 rereplic: A quantitative high throughput screen for small molecules that induce DNA re-replication in SW480 colon adenocarcinoma cells. SW480 DNA re-replication, Hoechst DNA content imaging, 48 h. Potency, µM (top dose mostly 46.1 µM), for the others: top-dose re-replication activation, hits mostly activators. actives 1.8% (n = 340,000). AID 624297, 2012; also: potency is read from the fitted curve at half-maximal effect; % of control where 0% means no effect; nearly all actives have a fitted effect of over 55% in size
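250 cells/well; 23 nL cpd via pin tool; 48 hr, 37 C, 5% CO2; Hoechst 40 min; imager read of total nuclear intensity, ex 405/em 500-530 nm.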
HepG2 viability: qHTS for Inhibitors of TGF-b: Cytotox Counterscreen; HepG2 CAGA-GFP viability, ATP luminescence, 18 h; Potency, µM (highest dose often 46.1 µM), for inactives: top-dose activity change, negative = cytotoxicity, most hits filed as cytotoxic; actives 0.76% (n = 410,000); also: potency is read from the fitted curve at half-maximal effect; some results filed as inactive show a strong effect at the top dose
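HepG2 CAGA-GFP cells (1000/well, DMEM with 1% FBS) received compound, then TGF-beta at 500 pg/mL final, and were incubated 18 hours at 37 degrees C. Viability was read by CellTiter-Glo luminescence. Media-only wells were set as complete cell-killing and DMSO as no toxicity.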
ATXN viability: Viability Counterscreen for Primary qHTS for Inhibitors of ATXN expression; actives 0.49% (n = 400,000); Potency, µM (doses to about 56.7 µM), actives largely listed as cytotoxic; S2 cells (HEK-293 line with an ATXN2-luciferase reporter) viability, CellTiter-Fluor protease fluorescence, 24 h; AID 651635, 2014; also: potency is read from the fitted curve at half-maximal effect; nearly all actives have a fitted effect of over 40% in size
MCF10A rereplic: A quantitative high throughput screen for small molecules that induce DNA re-replication in MCF 10a normal breast cells | actives 2.9% (n = 350,000) | Potency, µM (titrated, usually from 46.1 µM), for the others: at the top dose activity, positive = re-replication, most hits filed as activators | MCF 10A DNA re-replication, Hoechst nuclear intensity, 48 h; also: potency is read from the fitted curve at half-maximal effect; % of control where 0% means no effect; nearly all actives have a fitted effect of over 50% in size
HT1080NT lethal: qHTS for induction of synthetic lethality in tumor cells producing 2HG: qHTS for the HT-1080-NT fibrosarcoma cell line; Potency, µM (highest dose often 46.1 µM), without a hit: top-dose activity, negative = less viability, actives largely listed as cytotoxic; AID 686970, 2013; HT-1080-NT fibrosarcoma viability, CellTiter-Glo ATP luminescence, 48 h; actives 1.6% (n = 360,000);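 also: NT is the 2HG producing partner of a matched IDH1 knockdown line; potency is read from the fitted curve at half-maximal effect; 0% = DMSO-treated cells and -100% = media-only wells without cells; nearly all actives have a fitted effect of over 55% in size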
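Compounds were tested in concentration-response format on HT-1080-NT cells for 48 hours at 37 degrees C. Cell viability came from CellTiter-Glo luminescence; curves were classified by r2, response magnitude and activity.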
IL1B secr inh: qHTS for Inhibitors of Inflammasome Signaling: IL-1-beta AlphaLISA Primary Screen. activity change, % at 57.5 µM. actives 4.7% (n = 360,000). AID 743279, 2014. THP-1 LPS/ATP IL-1B secretion, AlphaLISA, 16 h; hits give low values; in the data active = activity change below about -50%; inconclusive = mostly about -30% to -49%; also: % is scaled to controls: 0 for no effect and ±100 for the full control effect
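Secreted IL-1B measured by AlphaLISA bead assay after 16 h compound exposure of THP-1 cells; compounds (final up to 57.5 uM) added 1 h before LPS (250 ng/mL) and ATP (1.25 mM) stimulation; lower signal means less secretion.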
ATXN2 expr inh: Primary qHTS for Inhibitors of ATXN expression | Potency, µM (titrated, usually from 57 µM), for the others: at the top dose activity change, negative = inhibition, hits mostly inhibitors | actives 0.72% (n = 360,000) | HEK-293 ATXN2-luciferase reporter, luminescence, 24 h; also: potency is read from the fitted curve at half-maximal effect; % is scaled to controls: 0 for no effect and ±100 for the full control effect; nearly all actives have a fitted effect of over 55% in size
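ATXN2-luciferase reporter cells (luciferase flanked by upstream and downstream ATXN2 gene portions) were treated 24 h at 37 °C with compounds at up to 57 uM. SteadyGlo luminescence gave expression; GF-AFC fluorescence gave viability.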
KB-3-1 tox: qHTS assay for MDR1-selective chemotherapeutics: Primary screen using the parental adenocarcinoma cell KB-3-1; Potency, µM (highest dose often 46.1 µM), for the others: at the highest dose activity change, negative = cytotoxic, usual class: cytotoxic; KB-3-1 viability, CellTiter-Glo ATP luminescence, 72 h; actives 1.4% (n = 400,000); also: potency is read from the fitted curve at half-maximal effect; % is scaled to controls: 0 for no effect and ±100 for the full control effect; nearly all actives have a fitted effect of over 60% in size
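72 h, 37 °C compound treatment of KB-3-1 parental cells; CellTiter-Glo added, 10 min, luminescence read. Data corrected against DMSO-only plates and normalized before curve fitting.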
Starred values were filed as active, the others as inactive; i = inactive; ? = inconclusive; nt = no result given; [ ] = remark or other dose. Unless noted, calls follow the shape of the dose curve; as a rule, active = well fitted curve in the direction sought with a large enough effect; inconclusive = small, poorly fitted or top-dose-only effect, or another doubt; inactive = no such curve, though single readings can be large; an effect the other way counts as inactive or inconclusive.

SMILES | HT1080 IDH1KD tx | SW480 rereplic | HepG2 viability | ATXN viability | MCF10A rereplic | HT1080NT lethal | IL1B secr inh | ATXN2 expr inh | KB-3-1 tox
O=C(CCC(=O)NNc1nc2ccccc2c2nc(-c3ccccc3)nn12)NCCCN1CCCC1=O | 18% | 3% | -6% | ? | ? | -7% | 2 | 35% | -3%
COc1ccc(N2CCN(Cc3nc(N)nc(Nc4ccc(C)c(Cl)c4)n3)CC2)cc1 | ? | ? | -36% | ? | ? | ? | -28 | 0% | -14%
O=C(NCC1CC1)c1onc(CSc2ccc(F)cc2)c1C(=O)NCC1CC1 | 3% | -2% | -15% | i | -3% | 1% | -1 | 4% | -1%
Cc1cc(C(=O)N2CCC(C(=O)O)CC2)c(C(F)(F)F)o1 | 8% | -8% | 19% | i | -2% | 12% | 12 | -1% | 16%
CCCCCc1nnc(NC(=O)Cc2ccc([N+](=O)[O-])cc2)s1 | 9% | -2% | -4% | i | 4% | 27% | 20 | 5%[11.3 µM] | -3%
COc1cc(C)cc(C(=O)C=Cc2ccccc2)c1O | ? | ? | -55% | i | ? | 23µM* | -59* | -3% | -7%
COc1cccc(-n2nnnc2SCC(=O)NCc2ccco2)c1 | 9% | 1% | -2% | i | -1% | 5% | 0 | -9% | -17%
COc1ccccc1N1CCN(C(=O)c2c(C)noc2C)CC1 | 4% | -5% | 14% | i | 2% | 8% | 10 | 21% | 13%
N#CC1=C(N)NC(SCC(=O)O)=C(C#N)C12CCCC2 | 18% | -4% | 22% | i | -2% | 10% | -4 | -4% | -1%
CCCCOc1ccc(/C=N/NC(=O)c2nnn(-c3nonc3N)c2CN2CCCCCC2)cc1 | 2% | -3% | -2% | i | 0% | -3% | 7 | -12% | 6%
COc1ccccc1N=C(C)C1=C(O)COC1=O | 5% | 0% | -1% | i | 5% | 6% | 1 | 8% | -1%
CC(C)C1COC(c2cccn2Cc2ccccc2Cl)=N1 (configuration not stated) | 1% | 0% | -14% | i | ? | -4% | 27 | -28%[11.3 µM] | 0%
O=C(NCCCC1CCCC1)C1CCC(=O)N(Cc2ccc(Cl)cc2)C1 (configuration not stated) | -23% | 1% | -6% | i | 10% | -1% | -69* | -22% | -6%
COc1cccc2c1cc1c(=O)n(CC(=O)NCc3ccccn3)nc(C)n12 | -14% | -8% | -6% | ? | 0% | -18% | 35 | nt | 1%
O=C(Nc1ccnn1C1CCN(Cc2cccc(OCCO)c2)CC1)C1CCOC1 (configuration not stated) | -6% | -1% | 4% | i | 0% | 0% | 1 | 5% | nt
CCOc1ccc(CCNC(=O)c2ccc3ccccc3n2)cc1OCC | -7% | -7% | -26% | i | ? | -26% | 11 | 4% | ?
CCCCC(CC)CNC(=O)CC1Nc2c3ccccc3nc(=S)n2C1=O (configuration not stated) | -6% | 1% | -17% | i | -2% | 1% | 20 | -9% | -7%
Cc1cc(Nc2ccc(F)cc2)nc(N)n1 | 8% | -1% | 3% | i | 6% | -5% | 4 | 13% | -3%
O=[N+]([O-])c1ccc(F)cc1OCc1nc(-c2cccs2)no1 | -4% | -4% | 1% | i | -2% | -2% | 9 | 33%[activator] | -2%
NS(=O)(=O)c1cccc(NC(=O)COC(=O)/C(=C/c2cccs2)c2cccs2)c1 | 2% | -4% | -10% | i | ? | -1% | -93* | 2% | 4%
Cc1ccc(-c2ccc(SCC(=O)Nc3ccc4c(c3)OCCO4)nn2)cc1 | 4% | -2% | -21% | ? | 16% | 2% | -7 | 34%[activator] | -6%
N#Cc1cnc(SCC(=O)N2CCCCC2)nc1N | 10% | -17% | -22% | i | 2% | 4% | 16 | 10% | 25%
COc1ccccc1S(=O)(=O)Cc1ccc(C(=O)NC2CCCCCC2)o1 | 7% | -1% | 3% | i | 3% | 0% | -15 | 2% | -17%
COC(=O)c1ccc(S(=O)(=O)N2CCC(c3nc4ccccc4o3)CC2)cc1 | ? | 0% | 5% | i | -5% | 14% | -15 | -23% | 10%
CCCc1nc2oc3c(NCc4ccccn4)ncnc3c2c2c1COC(C)(C)C2 | -2% | -4% | -14% | i | 3% | -1% | -10 | 3% | 18%
CC(=O)Nc1ccc(S(=O)(=O)N2CCC(c3nc4ccccc4[nH]3)CC2)cc1 | ? | 0% | -10% | i | 3% | -14%[9.24 µM] | -12 | 3% | -4%
CC12CN(C(=O)c3ccc([N+](=O)[O-])cc3)CC(C)(CN(C(=O)c3ccc([N+](=O)[O-])cc3)C1)C2=O | 5% | ? | 1% | i | -8% | 13% | -2 | nt | 0%
CC(C)Oc1ccc(S(=O)(=O)N2CCCCC2)cc1NC(=O)CN1CCCC1c1cccs1 (configuration not stated) | -10% | -3% | 8% | i | -3% | -12% | 0 | -19% | ?
CC1CN(c2nc3ccccc3nc2SCC(=O)Nc2ccc(F)cc2)CC(C)O1 (configuration not stated) | -10% | -2% | -27% | ? | 17% | 0% | -26 | 33% | ?
Cc1ccc(NC(=O)Cc2noc3ccccc23)c(C)c1 | 20% | -2% | -20% | i | 1% | 23% | -14 | 3% | 2%
O=C(c1ccccc1)c1ccc(OCCO)cc1 | 15% | -8% | -7% | i | -4% | 1% | -9 | nt | 2%
COc1ccc(/C=C(\NC(=O)c2ccccc2)C(=O)NCc2ccco2)cc1OC | 18% | ? | 5% | i | 13% | 27% | -11 | -3% | 7%
CCOC(=O)c1cnc(Nc2nc3ccccc3o2)nc1CSC(=S)N(CC)CC | 8% | ? | -21% | i | ? | 8% | -4 | -4% | 1.3µM*
CCOC(=O)/C(N=Nc1c(C)n(C)n(-c2ccccc2)c1=O)=C(/O)c1ccccc1 | 0% | 2% | 6% | i | -5% | 4% | -10 | -3%[11.3 µM] | -5%
COc1ccccc1N1CCN(S(=O)(=O)c2cn(C)c(=O)n(C)c2=O)CC1 | 1% | -1% | -6% | i | 10% | 2% | 8 | 3% | 16%
Cc1cc2oc(=O)cc(CN3CCCCC3)c2cc1C | -2% | 3% | -16% | i | 0% | -1% | -5 | 1% | 2%
Cc1ccc(CCC(=O)NCc2ccccc2)o1 | 9% | -5% | 2% | i | 1% | 7% | 20 | 2% | 2%
CCc1nnc(NC(=O)c2ccc(S(=O)(=O)N(CC(C)C)CC(C)C)cc2)o1 | ? | 18% | -7% | i | 8.9µM* | ? | 56 | ? | ?
CCC(C)(C)NC(=O)C(c1ccc(C)cc1)N(CCN1CCOCC1)C(=O)CNC(=O)c1cccs1 (configuration not stated) | -8% | -13% | 15% | i | -5% | 2% | 2 | -10%[11.3 µM] | 14%
COc1cc(OC)c(N(C)C(=O)Cn2ncc3c([nH]c4ccccc43)c2=O)cc1Cl | nt | nt | -13% | ? | nt | nt | nt | 5% | 5%
O=S(=O)(NCCOc1ccccc1)c1ccc2ccccc2c1 | -3% | -4% | 1% | i | 4% | -10% | 17 | -1% | 6%
CCN(CC)CCn1c(=N)n(CC(O)COc2ccccc2)c2ccccc21 (configuration not stated) | ? | 21µM* | -9% | ? | 22% | 16µM* | -29 | -32% | -31%
CCOC(=O)c1[nH]c(C)c(C(=O)NCc2ccco2)c1C | 0% | -4% | -7% | i | 13% | -15% | 1 | -14% | 0%
COCCn1c(=O)[nH]c2cc(C(=O)N3CCN(c4ccccc4F)CC3)ccc2c1=O | 5% | -6% | 5% | i | -1% | 5% | 21 | -10% | 1%
Cc1nn(CC(=O)Nc2sc3c(c2C#N)CCC(C(C)(C)C)C3)c(C)c1[N+](=O)[O-] (configuration not stated) | 24% | -13% | -18% | i | 12% | 15% | -3 | -9% | -22%

Shown in CSV form: part of the list above.
canonical_smiles,HT1080 IDH1KD tx,SW480 rereplic,HepG2 viability,ATXN viability,MCF10A rereplic,HT1080NT lethal,IL1B secr inh,ATXN2 expr inh,KB-3-1 tox
CCOC(=O)/C(N=Nc1c(C)n(C)n(-c2ccccc2)c1=O)=C(/O)c1ccccc1,0%,2%,6%,i,-5%,4%,-10,-3%[11.3 µM],-5%
COc1ccccc1N1CCN(S(=O)(=O)c2cn(C)c(=O)n(C)c2=O)CC1,1%,-1%,-6%,i,10%,2%,8,3%,16%
Cc1cc2oc(=O)cc(CN3CCCCC3)c2cc1C,-2%,3%,-16%,i,0%,-1%,-5,1%,2%
Cc1ccc(CCC(=O)NCc2ccccc2)o1,9%,-5%,2%,i,1%,7%,20,2%,2%
CCc1nnc(NC(=O)c2ccc(S(=O)(=O)N(CC(C)C)CC(C)C)cc2)o1,?,18%,-7%,i,8.9µM*,?,56,?,?
CCC(C)(C)NC(=O)C(c1ccc(C)cc1)N(CCN1CCOCC1)C(=O)CNC(=O)c1cccs1 (configuration not stated),-8%,-13%,15%,i,-5%,2%,2,-10%[11.3 µM],14%
COc1cc(OC)c(N(C)C(=O)Cn2ncc3c([nH]c4ccccc43)c2=O)cc1Cl,nt,nt,-13%,?,nt,nt,nt,5%,5%
O=S(=O)(NCCOc1ccccc1)c1ccc2ccccc2c1,-3%,-4%,1%,i,4%,-10%,17,-1%,6%
CCN(CC)CCn1c(=N)n(CC(O)COc2ccccc2)c2ccccc21 (configuration not stated),?,21µM*,-9%,?,22%,16µM*,-29,-32%,-31%
